High-throughput results deposited in PubChem BioAssay by several laboratories.
S1P3 antagonist – S1P3 receptor antagonists, primary screen, cell-based; CHO S1P3 NFAT-BLA reporter, FRET fluorescence, antagonist mode; inhibition, % at 4.98 µM; 170,000 compounds, 0.27% hits; AID 485, 2006;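 active means inhibition above the plate cutoff, the mean inhibition of test wells on that plate plus 3 SD, cut at about 28% in these data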;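 further: cells challenged with S1P at its EC80 of 0.8 µM; blue over green emission ratio from cleaved BLA substrate after 4 h stimulation; 0% = S1P-stimulated wells and 100% = unstimulated DMSO-only wells; some compounds past the cut are filed as inactive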
PPARg SRC-2 ag – agonists of PPARg-SRC-2 recruitment, primary screen, biochemical, HTS; Peroxisome proliferator-activated receptor gamma (Homo sapiens), P37231; PPARgamma LBD-SRC-2 recruitment; activation, % at 8 µM; 200,000 compounds, 0.34% hits; in the data active means activation above about 22%;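 further: 0% = vehicle and 100% = reference agonist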
Target sequence (P37231 whole entry, looked up, the tested form may be a part): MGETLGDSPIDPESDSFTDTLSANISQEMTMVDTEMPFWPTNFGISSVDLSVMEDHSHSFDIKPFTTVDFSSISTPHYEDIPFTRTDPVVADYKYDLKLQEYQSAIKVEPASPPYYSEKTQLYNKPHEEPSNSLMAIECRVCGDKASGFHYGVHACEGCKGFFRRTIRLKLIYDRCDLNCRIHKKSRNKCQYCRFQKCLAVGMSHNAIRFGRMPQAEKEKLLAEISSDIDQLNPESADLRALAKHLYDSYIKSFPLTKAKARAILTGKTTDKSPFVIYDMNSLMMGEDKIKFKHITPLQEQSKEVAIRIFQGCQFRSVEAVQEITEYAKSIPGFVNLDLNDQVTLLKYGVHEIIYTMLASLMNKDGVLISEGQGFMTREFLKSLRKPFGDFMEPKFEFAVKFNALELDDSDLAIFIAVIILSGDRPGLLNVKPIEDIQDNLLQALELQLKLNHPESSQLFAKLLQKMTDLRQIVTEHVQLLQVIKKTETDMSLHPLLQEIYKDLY
PPARg SRC-1 ag – PPARgamma agonists recruiting SRC-1 coactivator, primary screen, biochemical; Peroxisome proliferator-activated receptor gamma (Homo sapiens), P37231; PPARgamma-SRC-1 coactivator recruitment biochemical assay; 200,000 compounds, 0.41% hits; activation, % at 8 µM; AID 631, 2007; in the data active means activation above about 19%;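 further: 0% = DMSO and 100% = reference agonist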
Lmaj promast – Leishmania major promastigote growth inhibition, primary screen | Leishmania major promastigotes, resazurin fluorescence viability | inhibition, % at 10 µM | 200,000 compounds, 9% hits; in the data active means inhibition above about 50%;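 further: promastigotes grown with compound for 44 hours at 28 °C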
Efa HMGR inh – inhibitors of E. faecalis class II HMGR, primary screen, biochemical, Enterococcus faecalis; HMG-CoA reductase (Enterococcus faecalis, mvaE); purified E. faecalis HMGR, NADPH absorbance 340 nm kinetic; inhibition, % at 10 µM; 190,000 compounds, 0.41% hits; AID 1066, 2008;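 active means inhibition above a set limit, the median over all tested compounds plus 3 SD, cut at about 9.5% in these data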;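 further: enzyme runs in reverse so mevalonate oxidation gives rising NADPH absorbance; 0% = complete reaction with DMSO and 100% = background rate lacking mevalonate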
Redox H2O2 prof – compounds producing H2O2 with reducing agent – biochemical, NIH compound library profiling, artefact control for MLSCN library redox annotation, primary screen | DTT-dependent redox cycling H2O2, phenol red/HRP absorbance; 100% = 100 µM peroxide control, 0% = buffer | activation, % at 10 µM | 200,000 compounds, 0.03% hits | AID 878, 2007;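 active means activation of at least 50% relative to the plate's high and low controls in the primary single-dose screen; inactive means activation below 50%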;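 further: compound incubated with DTT at 0.8 mM final as the reducing agent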
ROMK mod – ROMK potassium channel modulators, primary screen, cell-based, thallium flux, MLSMR library. ATP-sensitive inward rectifier potassium channel 1 (Homo sapiens), P48048. AID 1918, 2009. 130,000 compounds, 2% hits. B-score at 10 µM. Tet-inducible ROMK, thallium flux fluorescence; actives lie on both sides;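 active means signal ratio slope over the read window, or its plate-corrected B-score, at least 3 SD from the plate mean, either direction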;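 further: B-score of the F/F0 ratio slope over 7 to 12 s after thallium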
Target sequence (P48048 whole entry, looked up): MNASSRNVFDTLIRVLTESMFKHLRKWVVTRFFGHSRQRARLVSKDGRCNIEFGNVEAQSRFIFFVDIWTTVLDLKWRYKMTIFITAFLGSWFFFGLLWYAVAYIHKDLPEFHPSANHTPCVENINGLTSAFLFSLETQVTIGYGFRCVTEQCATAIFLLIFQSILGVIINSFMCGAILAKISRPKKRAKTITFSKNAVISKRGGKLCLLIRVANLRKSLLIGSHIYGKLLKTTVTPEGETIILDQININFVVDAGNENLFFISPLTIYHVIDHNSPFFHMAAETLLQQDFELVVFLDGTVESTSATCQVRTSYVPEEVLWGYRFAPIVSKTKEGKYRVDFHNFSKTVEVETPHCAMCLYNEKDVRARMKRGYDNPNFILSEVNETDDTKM
SRC2 TRFRET art – TR-FRET signal artefacts, primary screen, artefact control for PPARgamma SRC-2 agonist project, biochemical | TR-FRET artefact counter-screen; hits give high values | TR-FRET ratio at 8 µM | 200,000 compounds, 0.4% hits | AID 1049, 2008; in the data active means TR-FRET ratio above about 2000; further: inactives centre near 1500
bIAP inh – bovine intestinal alkaline phosphatase inhibitors, primary screen, selectivity assay for TNAP inhibitor project, biochemical, bovine IAP, CDP-star luminescence; alkaline phosphatase, intestinal [Bos taurus]; purified bovine IAP, 30 min; inhibition, % at 20 µM; 190,000 tested, under 10 active; AID 1019, 2008;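 active means over 50% inhibition of intestinal alkaline phosphatase at 20 µM in the single-dose screen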
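System: purified bovine intestinal alkaline phosphatase (IAP) enzyme; Input: IAP diluted 1/65,000,000 in the well; Measured by: CDP-star luminescence signal; Compound dosing: 20 µM single dose; Incubation: 30 min reaction at room temperature.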
RAM inhibit – inhibitors of the yeast RAM network, primary screen, dse1pr::URA3 reporter, 5-FOA selection | inhibition, % at 50 µM | AID 868, 2007 | S. cerevisiae dse1pr::URA3 reporter, 5-FOA growth OD615, 2 d; analog-sensitive cbk1-as2 kinase mutant strain | 190,000 compounds, 1.8% hits;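 active means inhibition above a set limit, 3 SD over mean compound inhibition, cut at about 8.4% in these data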;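 further: 0% = DMSO-only wells with no growth and 100% = 10 µM 1-NA-PP1 full growth; inhibition rescues growth on 5-FOA so higher OD means more RAM inhibition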
PPARg SRC3 recr – PPARgamma agonists recruiting SRC-3 coactivator, primary screen, biochemical; 200,000 compounds, 0.26% hits; biochemical PPARgamma/SRC-3 coactivator recruitment assay; AID 731, 2007; Peroxisome proliferator-activated receptor gamma (Homo sapiens), P37231; activation, % at 8 µM; in the data active means activation above about 23%;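 further: 0% = DMSO and 100% = reference agonist; some compounds past the cut are filed as inactive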
Active calls of the source: *; nt = not tested or not shown.

SMILES	S1P3 antagonist	PPARg SRC-2 ag	PPARg SRC-1 ag	Lmaj promast	Efa HMGR inh	Redox H2O2 prof	ROMK mod	SRC2 TRFRET art	bIAP inh	RAM inhibit	PPARg SRC3 recr
CCOc1ccc2nc(-c3ccccc3)[nH]c2c1	19	2	1	31	-1	-1.2	2.5	1543	14	0.0	-4
COc1cccc(C(=O)NC(=S)Nc2ccc3c4c(cccc24)CC3)c1	nt	3	2	28	-5	2.9	nt	1636	22	5.9	2
Cc1cc(C)cc(C(=O)NC(=S)Nc2ccc(-c3cc4ccccc4oc3=O)cc2)c1	-12	3	5	-3	1	1.1	nt	1823	20	3.3	1
O=C(NCCN1CCOCC1)c1ccccc1-c1ccccc1	-10	9	-1	-7	-6	-1.3	nt	1537	-2	1.9	2
COCCNC(=O)c1ccccc1NC(=O)CN(c1ccc2c(c1)OCO2)S(C)(=O)=O	-1	7	8	-2	2	-1.5	nt	1452	-2	2.1	-3
NS(=O)(=O)c1ccc(NC(=O)COC(=O)c2cn(-c3ccccc3)nc2-c2ccc(F)cc2)cc1	-4	-10	-6	26	-3	-0.1	0.75	1534	11	5.6	2
N#Cc1ccccc1NC(=S)Nc1ccc(F)cc1	-11	4	6	-2	-4	-0.5	0.28	1411	10	2.2	-1
COC(=O)/C(N=Nc1c(C)n(C)n(-c2ccccc2)c1=O)=C(\C)O	-7	1	-3	-4	3	0.1	nt	1538	12	1.9	-1
C=CCN1C(=O)C(CC(=O)O)SC1=Nc1ccc(N=Nc2ccccc2)cc1 (stereo not drawn)	-16	6	0	-3	0	1.1	0.73	1556	10	6.9	-2
COc1ccccc1C(=O)NC(=S)Nc1ccc(NC(=O)c2ccco2)cc1	-25	-3	-13	1	-2	0.0	-0.028	1378	10	2.5	-1
Cc1ccc(NC(=O)c2ccc(CSc3nnc(C)s3)cc2)cc1	nt	3	-1	-3	-8	-7.7	nt	1612	8	5.2	1
Cc1ccc(C)c(Oc2coc3cc(OCC(=O)Nc4ccccc4C(C)C)ccc3c2=O)c1	8	13	10	4	0	0.0	-0.64	1601	7	2.5	4
COc1cc(-c2nnc(-c3ccncc3)o2)ccc1OCc1ccccc1	0	-3	0	7	1	2.0	-0.028	1736	4	3.5	-2
CCOc1ccccc1-n1c(CNc2ccc(F)cc2)nnc1SCC(=O)NCc1ccco1	nt	-3	7	2	-1	0.6	-1	1716	8	2.5	-12
COc1ccc(/C=N/NC(=O)CCOc2ccccc2C)cc1OC	-5	7	6	1	-2	-0.5	-0.54	1476	-12	4.4	2
CCCCc1c(C)nc2c(OC)cccc2c1SCCC(=O)O	-3	7	8	-7	1	-0.3	1.1	1596	7	0.7	4
CC(C)c1ccc(OCC(=O)N2CCCCCC2)c(Br)c1	-13	2	3	-1	0	-0.2	-1.3	1409	-5	0.1	3
Cc1cc(NC(=O)c2cnn3c(C(F)F)cc(C4CC4)nc23)no1	5	9	4	1	-2	1.0	nt	1657	2	3.4	-3
CCCCNC(=O)CCn1c(=O)c2ccccc2n(CC(=O)NCCc2ccc(OC)c(OC)c2)c1=O	-10	3	0	-1	-8	0.1	-0.13	1626	-2	0.7	1
O=C(Nc1ccccc1)NC1(C(=O)NCc2ccc3c(c2)OCO3)CCCCC1	-6	10	5	58*	-1	2.4	0.023	1608	4	4.5	-2
CCN(CC)CCOc1ccc2c(c1)C(=NNC(=O)c1ccccn1)c1cc(OCCN(CC)CC)ccc1-2	-2	-3	0	101*	-3	0.3	0.25	1407	5	0.6	-4
CCOc1ccccc1NC(=O)CSCC(=O)Nc1ccccc1	nt	15	3	7	-1	-0.3	nt	1540	16	0.9	12
CN1CCN(C(=S)Nc2cccc(Cl)c2)CC1	4	2	-1	-5	0	0.0	0.054	1404	3	1.3	0
COc1c(Br)cc(C(N)=O)cc1OCc1ccccc1	-9	4	5	49	-1	-0.9	nt	1625	-3	1.1	3
O=C(NC1CC1)C1CCN(c2ncnc3c2sc2cccc(F)c23)CC1	nt	-7	-4	10	-4	-1.0	nt	1397	-14	1.3	-1
CC(=O)n1c2ccccc2c2nc(NC(C)C)sc21	7	6	14	9	-5	1.9	nt	1714	43	-0.1	6
Oc1cccc(/C=N/Nc2cccc3cccnc23)c1	-9	15	15	7	-4	0.1	-0.12	1673	-2	0.6	6
CCCc1ccc(C(=O)CCC(=O)O)cc1	nt	2	3	-9	5	-0.9	nt	1573	-9	0.3	-5
CC1CN(C(=O)c2ccn(C)n2)CC(C)O1 (stereo not drawn)	6	5	6	-6	-3	0.1	-0.056	1567	1	-0.1	-2
O=C(CSCc1ccccc1Cl)Nc1ccc2c(c1)OCCO2	nt	6	0	0	-4	-0.6	-0.31	1692	13	0.1	7
Cc1cccc(-n2nnnc2SCn2nnc3ccccc3c2=O)c1	-17	10	12	3	4	0.7	-1.3	1630	nt	1.4	7
O=C(Nc1ccccc1C(=O)N1CCCCCC1)c1ccccc1Cl	-10	-9	7	5	3	-0.2	-0.042	1583	-7	-0.1	-2
O=C(O)CCCCCNS(=O)(=O)c1c(Cl)cccc1Cl	6	6	1	-3	0	-1.2	nt	1455	9	-0.8	9
COCCCN1C(=O)c2ccc(C(=O)Nc3ccc(OC)cc3)cc2C1=O	nt	8	8	-6	-1	0.0	0.28	1566	10	0.3	4
Cc1sc2ncnc(N3CCN(C(=O)c4ccco4)CC3)c2c1C	-8	0	2	10	-1	0.2	-1.4	1583	-9	-0.3	1
O=C(N/N=C/c1c[nH]c2ccccc12)C1CC(=O)N(c2ccccc2)C1 (stereo not drawn)	-9	8	5	-2	0	-0.3	0.15	1420	-4	1.4	1
COC(=O)COc1ccc(/C=N/NC(=O)c2ccc(N(Cc3ccccc3)S(C)(=O)=O)cc2)cc1	10	-5	15	58*	1	0.1	0.6	1649	4	0.5	2
O=C(NCCc1ccc(Cl)cc1)C1CC(=O)N(C2CCCCC2)C1 (stereo not drawn)	-21	9	1	-6	nt	-1.2	nt	1584	nt	nt	-4
COc1ccc2c(=O)c3c(=O)n(Cc4ccco4)c(C(C)C)nc3oc2c1	-10	2	-9	9	-3	0.3	nt	1352	11	1.9	5
Cc1cccc(N(CC(=O)N=Nc2c(O)[nH]c3ccccc23)S(C)(=O)=O)c1C	nt	0	1	95*	-6	0.3	0.99	1628	-2	1.9	0
COC(=O)Nc1ccc(S(=O)(=O)N2CCCCC2C(=O)O)cc1 (stereo not drawn)	-1	-4	-4	1	-8	-0.9	-1	1494	-5	6.7	-3
COCCNC(=O)C1CC(c2ccccc2[N+](=O)[O-])=NO1 (stereo not drawn)	nt	4	3	-2	-1	0.7	nt	1757	5	0.0	3
Cc1ccc(Oc2cc(NC(=O)CCCn3nc([N+](=O)[O-])cc3C)cc([N+](=O)[O-])c2)cc1	-2	2	5	95*	-6	0.0	nt	1599	8	9.5*	4
COC(=O)c1ccc(/C=N/OCC(=O)NC2CCCC(C)C2C)cc1 (stereo not drawn)	nt	0	8	6	-4	1.5	nt	1517	13	4.8	4
Cc1nc2sc(C(c3ccco3)N3CCC4(CC3)OCCO4)c(O)n2n1 (stereo not drawn)	-24	12	-1	-3	nt	0.4	0.15	1574	nt	nt	-2
CCOc1cc(CNCCO)cc(Br)c1OCc1ccc(Cl)cc1	nt	2	0	101*	-2	-4.1	nt	1595	-10	0.5	1
CCN(CC)c1ccc2c(C)c(-c3ccc(N)cc3)c(=O)oc2c1	nt	6	0	13	-5	-2.4	0.17	1653	6	2.6	5
O=C(c1ccco1)N1CCN(c2ncnc3sc4c(c23)CCC4)CC1	13	-3	6	14	-5	-0.9	-0.58	1503	-10	-0.1	3
Fc1ccc(-c2ncc3ccccn23)cc1	-6	2	-6	-5	-4	-0.8	-0.28	1225	6	-0.6	1
Cc1ccccc1C(=O)NCCNc1ccc([N+](=O)[O-])cc1	-10	-3	2	4	-2	0.0	-0.4	1574	13	-0.6	4
COC(=O)COc1cc(OCC(=O)OC)c2c(C)c(Cl)c(=O)oc2c1	-16	15	7	51*	-1	0.1	-1.5	1590	-9	0.7	-1
COc1ccc(CNc2ncnc3cc(Cl)ccc23)cc1OC	3	3	0	26	-2	1.0	0.086	1771	8	2.2	1
COC(=O)CC1C(=O)NCCN1C(=O)Nc1ccc(Cl)cc1 (stereo not drawn)	nt	3	2	-1	-2	2.1	nt	1481	-1	3.4	-10
Cn1c(C(=O)N2CCCC2)cc2c(=O)n(C)c3ccccc3c21	-15	2	8	4	-7	-1.2	nt	1575	-4	3.6	4
O=C(NCCc1ccccc1)c1cccnc1N1CCCCCC1	-11	-9	-3	8	-2	1.4	nt	1369	2	1.2	-11
Cc1ccc(Br)cc1S(=O)(=O)N1CCN(c2ccccc2)CC1	-15	4	-2	1	-1	1.7	nt	1671	29	7.2	2
COc1ccc(Sc2ccc(/C=C3\C(=O)NN(c4ccccc4)C3=O)o2)cc1	-13	1	7	56*	-8	0.0	-0.15	1738	-6	5.0	10
CCCCNC(=O)CSc1nc2ccc(N3CCOCC3)cc2c(=O)n1CCc1ccccc1	2	5	4	-8	2	1.2	nt	1647	-26	3.9	1
COc1ccc(NC(=S)N(CCN2CCOCC2)Cc2cc3cc4c(cc3[nH]c2=O)OCCO4)cc1	-13	10	1	14	-2	-1.7	-0.45	1527	-10	1.2	-1
OCC1(CC2CCCCO2)CCN(Cc2cccc(O)c2)CC1 (stereo not drawn)	-13	0	5	1	-7	-0.2	0.52	1671	-5	0.7	-2
Cc1ccc(C(=O)N/N=C/C2=Cc3ccccc3OC2C)cc1 (stereo not drawn)	-4	-3	0	15	2	0.0	-0.59	1407	11	1.0	-4
C=CC[C@H]1CC(C)=C[C@H](CC=C)N1	-13	12	8	3	-5	-0.8	-0.74	1491	-4	4.0	2

One compound at a time, from the list above. Order of screens: S1P3 antagonist | PPARg SRC-2 ag | PPARg SRC-1 ag | Lmaj promast | Efa HMGR inh | Redox H2O2 prof | ROMK mod | SRC2 TRFRET art | bIAP inh | RAM inhibit | PPARg SRC3 recr
Entry for COCCNC(=O)C1CC(c2ccccc2[N+](=O)[O-])=NO1 (stereo not drawn) = nt | 4 | 3 | -2 | -1 | 0.7 | nt | 1757 | 5 | 0.0 | 3
Entry for COC(=O)COc1cc(OCC(=O)OC)c2c(C)c(Cl)c(=O)oc2c1 = -16 | 15 | 7 | 51* | -1 | 0.1 | -1.5 | 1590 | -9 | 0.7 | -1
